Screening results as filed in PubChem BioAssay.
CSN deneddyl inh: CSN deneddylation inhibition. AID 651999. actives 0.38% (n = 360,000). inhibition, % at 12.5 µM. Q92905. Purified CSN, SCF-Nedd8-OG deneddylation, fluorescence polarization;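 active means pattern-corrected inhibition above about 35%, with an unprinted fluorescence ratio check between 0.5 and 1.5, limit read from the data, passing the limit was not always enough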;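 further: 0% = enzyme with substrate and 100% = substrate without enzyme; some results filed as inactive read as strong as hits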
Target sequence (Q92905 whole entry, looked up, one chain of several): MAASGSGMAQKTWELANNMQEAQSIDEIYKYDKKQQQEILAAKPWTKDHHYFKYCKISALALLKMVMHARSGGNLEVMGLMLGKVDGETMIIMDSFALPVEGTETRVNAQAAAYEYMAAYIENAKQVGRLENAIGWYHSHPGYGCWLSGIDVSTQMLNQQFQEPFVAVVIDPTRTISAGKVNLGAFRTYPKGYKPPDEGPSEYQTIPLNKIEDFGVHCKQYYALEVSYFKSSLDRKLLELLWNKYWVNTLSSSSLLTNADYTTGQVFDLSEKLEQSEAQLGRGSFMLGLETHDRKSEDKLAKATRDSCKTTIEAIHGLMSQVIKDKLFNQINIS
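Test system: purified human Csn5 enzyme expressed in HEK293T cells. Amount: 0.24 nM enzyme. Reagent: SCFSkp2-Nedd8OG substrate at 10 nM final. Schedule: 90 min incubation of compound, enzyme and substrate at room temperature. Detection: fluorescence polarization. Read-out: % inhibition of substrate cleavage by Csn5.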
bovine MsrA act: bovine methionine sulfoxide reductase A activation; purified bovine MsrA, absorbance read-out; AID 602163; activation, % at 10.6 µM; actives 0.3% (n = 360,000); in the data active means activation above about 7.5%;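 further: 0% = vehicle and 100% = reference activator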
Rin1-Abl PPI inh: blocks binding of human Rin1 to Abl; P00519+Q13671; TR-FRET Rin1/Abl binding, biochemical; inhibition, % at 7.35 µM; actives 0.4% (n = 360,000); AID 588664; in the data active means inhibition above about 5%, passing the limit was not always enough
FAS-TE inh: FAS thioesterase (human) inhibition; recombinant FAS-TE, OMFH fluorogenic substrate, fluorescence endpoint; actives 0.67% (n = 360,000); inhibition, % at 15 µM;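 active means compounds whose normalised, plate-corrected inhibition of enzyme fluorescence in the single-dose primary screen is 50% or more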;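 further: 0% = DMSO with enzyme and 100% = substrate without enzyme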
Rpn11 block: Rpn11 (human) deubiquitinase inhibition | O00487 | human 26S proteasome, Ub4-pepOG fluorescence polarization; 20S core pre-blocked with epoxomicin | calls only at 20 µM | actives 0.59% (n = 360,000);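 active means inhibition at 20 µM, scaled to each plate's controls, above about 33%, limit read from the data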
MsrA inhibitor: inhibitors of bovine MsrA. actives 0.75% (n = 360,000). purified bovine MsrA, absorbance read-out. inhibition, % at 15.5 µM. AID 651718; in the data active means inhibition above about 4.5%;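 further: 0% = vehicle wells with enzyme and 100% = reference inhibitor wells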
eLon inh: E. coli protease La inhibition; purified E. coli Lon protease, fluorescence polarization; inhibition, % at 7.94 µM; AID 602123; actives 0.42% (n = 360,000); P0A9M0; in the data active means inhibition above about 13%, passing the limit was not always enough;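 further: 0% = enzyme with probe and DMSO and 100% = no enzyme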
MLLE-PAM2 inh: blocks PAM2 peptide binding to the PABP1 MLLE domain | P11940 | GST-MLLE / FITC-PAM2 fluorescence polarization | inhibition, % at 20 µM | actives 0.36% (n = 360,000); in the data active means inhibition above about 35%, passing the limit was not always enough;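 further: plate controls were DMSO wells with GST-MLLE for no effect and wells lacking GST-MLLE protein for full effect; some results filed as inactive read as strong as hits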
Target sequence (P11940 whole entry, looked up, the tested form may be a part): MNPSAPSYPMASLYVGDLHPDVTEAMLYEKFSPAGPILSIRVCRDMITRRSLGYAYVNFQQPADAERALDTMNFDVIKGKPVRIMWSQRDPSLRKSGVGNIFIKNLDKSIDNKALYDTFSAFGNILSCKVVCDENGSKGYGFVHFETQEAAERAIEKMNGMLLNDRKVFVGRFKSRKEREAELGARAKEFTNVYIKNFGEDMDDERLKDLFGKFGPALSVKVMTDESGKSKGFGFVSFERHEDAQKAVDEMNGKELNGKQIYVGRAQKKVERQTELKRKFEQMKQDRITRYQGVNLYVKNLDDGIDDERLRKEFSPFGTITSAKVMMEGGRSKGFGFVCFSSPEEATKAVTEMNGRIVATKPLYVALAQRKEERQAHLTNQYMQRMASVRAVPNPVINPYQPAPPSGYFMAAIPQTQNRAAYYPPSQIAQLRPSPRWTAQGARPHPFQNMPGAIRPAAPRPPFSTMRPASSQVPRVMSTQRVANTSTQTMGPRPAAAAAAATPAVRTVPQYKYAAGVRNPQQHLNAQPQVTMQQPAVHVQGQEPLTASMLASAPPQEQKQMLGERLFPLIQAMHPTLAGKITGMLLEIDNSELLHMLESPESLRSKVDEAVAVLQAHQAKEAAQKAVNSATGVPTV
MT1-MMP act inh: inhibitors of human MT1-MMP activation | P50281 | HT1080 RFP-PRO-GFP cells, GFP/RFP ratio fluorescence, overnight; percent of plate control window, DMSO zero | GFP/RFP ratio change, % at 20 µM | actives 0.061% (n = 360,000) | AID 651647;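 active means GFP/RFP ratio change of at least 30% with cell ATP level not reduced by more than half and red fluorescence within 50% of control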; further: strong numbers were not always called active
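Test system: HT1080 RFP-PRO-GFP cells; Benchmarks: DMSO and RFP-L50D-GFP cell wells; Timing: cells overnight before dosing, compound overnight, 37 °C, 5% CO2; Compound: one 20 µM compound dose with 1% DMSO; Read-out: GFP/RFP fluorescence ratio.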
Active calls of the source: *.

Results for CCCCn1c(N)c(N(CCOC)C(=O)c2ccc(N3CCCC3=O)cc2)c(=O)[nH]c1=O ?
CSN deneddyl inh: 2; bovine MsrA act: -1; Rin1-Abl PPI inh: 6; FAS-TE inh: -9; Rpn11 block: inactive; MsrA inhibitor: 0.2; eLon inh: -5; MLLE-PAM2 inh: 9; MT1-MMP act inh: 0

Results for CCOC(=O)c1c(C)[nH]c(C)c1C(=O)COC(=O)/C=C/c1cccc(C(F)(F)F)c1 ?
CSN deneddyl inh: 1; bovine MsrA act: -2; Rin1-Abl PPI inh: -3; FAS-TE inh: 17; Rpn11 block: inactive; MsrA inhibitor: -0.6; eLon inh: 3; MLLE-PAM2 inh: 5; MT1-MMP act inh: 1

What do the screens show for `O=C(NCc1ccc2c(c1)OCO2)c1cnc2ccccn2c1=O`?
CSN deneddyl inh: 0; bovine MsrA act: -3; Rin1-Abl PPI inh: -3; FAS-TE inh: 1; Rpn11 block: inactive; MsrA inhibitor: 4.3; eLon inh: 1; MLLE-PAM2 inh: 5; MT1-MMP act inh: -2

What do the screens show for `O=C(CCCN1C(=O)/C(=C/c2cccs2)SC1=S)Nc1cccc(O)c1`?
CSN deneddyl inh: 1; bovine MsrA act: -4; Rin1-Abl PPI inh: 1; FAS-TE inh: 13; Rpn11 block: inactive; MsrA inhibitor: 1.0; eLon inh: -2; MLLE-PAM2 inh: 9; MT1-MMP act inh: 2

Results for Cc1ccc2oc(C(=O)NC3CCS(=O)(=O)C3)cc(=O)c2c1 (configuration not stated) ?
CSN deneddyl inh: 1; bovine MsrA act: 0; Rin1-Abl PPI inh: -2; FAS-TE inh: -3; Rpn11 block: inactive; MsrA inhibitor: 0.0; eLon inh: 7; MLLE-PAM2 inh: 3; MT1-MMP act inh: -1

How did CCc1nnc(NC(=O)CSc2nnc(-c3c[nH]c4ccccc34)n2CC)s1 do in these assays?
CSN deneddyl inh: -3; bovine MsrA act: -1; Rin1-Abl PPI inh: 1; FAS-TE inh: -5; Rpn11 block: inactive; MsrA inhibitor: -0.7; eLon inh: 7; MLLE-PAM2 inh: -27; MT1-MMP act inh: 3

What do the screens show for `COc1ccc(CC(=O)Nc2nc3ccccc3s2)cc1S(=O)(=O)N1CCOCC1`?
CSN deneddyl inh: 0; bovine MsrA act: -3; Rin1-Abl PPI inh: 2; FAS-TE inh: 0; Rpn11 block: inactive; MsrA inhibitor: 1.3; eLon inh: 1; MLLE-PAM2 inh: -17; MT1-MMP act inh: -3

Results for CCCCN(C)c1nc(-c2ccco2)c2c(c1C#N)CC(C)(C)OC2 ?
CSN deneddyl inh: 13; bovine MsrA act: -11; Rin1-Abl PPI inh: 1; FAS-TE inh: -2; Rpn11 block: inactive; MsrA inhibitor: 0.2; eLon inh: -1; MLLE-PAM2 inh: -10; MT1-MMP act inh: -6

How did O=C(NNS(=O)(=O)c1ccc(Br)cc1)c1cccs1 do in these assays?
CSN deneddyl inh: -6; bovine MsrA act: -3; Rin1-Abl PPI inh: 0; FAS-TE inh: -2; Rpn11 block: inactive; MsrA inhibitor: -1.3; eLon inh: 7; MLLE-PAM2 inh: -15; MT1-MMP act inh: -2

How did Cc1cccc([C@H](NC(=O)OC(C)(C)C)C(=O)OC(C)(C)C)c1 do in these assays?
CSN deneddyl inh: 2; bovine MsrA act: -2; Rin1-Abl PPI inh: 4; FAS-TE inh: 4; Rpn11 block: inactive; MsrA inhibitor: -0.7; eLon inh: -3; MLLE-PAM2 inh: 14; MT1-MMP act inh: -4

Results for COc1cc(/C=C(/C#N)c2ccc(C)cc2)ccc1Oc1ccc([N+](=O)[O-])cn1 ?
CSN deneddyl inh: -3; bovine MsrA act: -5; Rin1-Abl PPI inh: 2; FAS-TE inh: 27; Rpn11 block: inactive; MsrA inhibitor: -1.0; eLon inh: -8; MLLE-PAM2 inh: -6; MT1-MMP act inh: -9

How did CC(O)CN1CCN(C(=O)CN2C(=O)NC(c3ccccc3)(c3ccccc3)C2=O)CC1 (configuration not stated) do in these assays?
CSN deneddyl inh: 6; bovine MsrA act: 0; Rin1-Abl PPI inh: 4; FAS-TE inh: -6; Rpn11 block: inactive; MsrA inhibitor: 0.7; eLon inh: 2; MLLE-PAM2 inh: -9; MT1-MMP act inh: -3

How did CCCN(CC(=O)Nc1cc(C)on1)CC(=O)Nc1ccc(F)c(F)c1F do in these assays?
CSN deneddyl inh: 3; bovine MsrA act: 1; Rin1-Abl PPI inh: 4; FAS-TE inh: 8; Rpn11 block: inactive; MsrA inhibitor: 0.2; eLon inh: -4; MLLE-PAM2 inh: -9; MT1-MMP act inh: 0

What do the screens show for `C=CCn1c(SCC(=O)NCC2CCCO2)nc2scc(-c3ccc(OC)cc3)c2c1=O` (configuration not stated)?
CSN deneddyl inh: -6; bovine MsrA act: -4; Rin1-Abl PPI inh: 1; FAS-TE inh: 7; Rpn11 block: inactive; MsrA inhibitor: 1.0; eLon inh: 3; MLLE-PAM2 inh: -7; MT1-MMP act inh: 3

Results for COc1c(C)cc(C(O)c2ncc(-c3cccc4ccccc34)[nH]2)cc1C (configuration not stated) ?
CSN deneddyl inh: 4; bovine MsrA act: -3; Rin1-Abl PPI inh: -2; FAS-TE inh: 3; Rpn11 block: inactive; MsrA inhibitor: 1.2; eLon inh: -6; MLLE-PAM2 inh: 3; MT1-MMP act inh: -5

Copied from the listing (2 entries):
Results for Cc1ccc2oc(C(=O)NC3CCS(=O)(=O)C3)cc(=O)c2c1 (configuration not stated) ?
CSN deneddyl inh: 1; bovine MsrA act: 0; Rin1-Abl PPI inh: -2; FAS-TE inh: -3; Rpn11 block: inactive; MsrA inhibitor: 0.0; eLon inh: 7; MLLE-PAM2 inh: 3; MT1-MMP act inh: -1

How did CCc1nnc(NC(=O)CSc2nnc(-c3c[nH]c4ccccc34)n2CC)s1 do in these assays?
CSN deneddyl inh: -3; bovine MsrA act: -1; Rin1-Abl PPI inh: 1; FAS-TE inh: -5; Rpn11 block: inactive; MsrA inhibitor: -0.7; eLon inh: 7; MLLE-PAM2 inh: -27; MT1-MMP act inh: 3

Following part
Results for CC(C)(O)[C@@H]1Cc2c(ccc3ccc(=O)oc23)O1 ?
CSN deneddyl inh: -3; bovine MsrA act: -4; Rin1-Abl PPI inh: 3; FAS-TE inh: -10; Rpn11 block: inactive; MsrA inhibitor: 2.4; eLon inh: -1; MLLE-PAM2 inh: 18; MT1-MMP act inh: 2

Results for O=C(/C=C/c1ccco1)N(Cc1cccc(Cl)c1)C1CCS(=O)(=O)C1 (configuration not stated) ?
CSN deneddyl inh: 8; bovine MsrA act: -3; Rin1-Abl PPI inh: -1; FAS-TE inh: 6; Rpn11 block: inactive; MsrA inhibitor: -0.1; eLon inh: -1; MLLE-PAM2 inh: -14; MT1-MMP act inh: -4

Results for Oc1ccc(Br)cc1/C=N/N1CCCCC1 ?
CSN deneddyl inh: 0; bovine MsrA act: -4; Rin1-Abl PPI inh: 3; FAS-TE inh: 17; Rpn11 block: inactive; MsrA inhibitor: -1.3; eLon inh: -2; MLLE-PAM2 inh: -5; MT1-MMP act inh: 1

How did CN1CCN(C(=O)C2=C[C@H](c3ccc4c(c3)OCO4)C[C@H](OCc3ccc(CO)cc3)O2)CC1 do in these assays?
CSN deneddyl inh: 4; bovine MsrA act: -5; Rin1-Abl PPI inh: 5; FAS-TE inh: -8; Rpn11 block: inactive; MsrA inhibitor: -0.5; eLon inh: -7; MLLE-PAM2 inh: 7; MT1-MMP act inh: 0

What do the screens show for `O=C(/C=C/c1ccco1)NC(=S)Nc1ccccc1Br`?
CSN deneddyl inh: 6; bovine MsrA act: -11; Rin1-Abl PPI inh: 2; FAS-TE inh: 7; Rpn11 block: inactive; MsrA inhibitor: 0.2; eLon inh: 0; MLLE-PAM2 inh: 24; MT1-MMP act inh: 0

What do the screens show for `COc1cc(C(=O)O)cc(NC(=O)c2cccs2)c1OC`?
CSN deneddyl inh: -20; bovine MsrA act: -11; Rin1-Abl PPI inh: 0; FAS-TE inh: -13; Rpn11 block: inactive; MsrA inhibitor: 1.2; eLon inh: 2; MLLE-PAM2 inh: -9; MT1-MMP act inh: 6

How did COc1ccc(OC)c(NC(=O)C(CCSC)NS(=O)(=O)c2cccs2)c1 (configuration not stated) do in these assays?
CSN deneddyl inh: 4; bovine MsrA act: -7; Rin1-Abl PPI inh: 0; FAS-TE inh: -1; Rpn11 block: inactive; MsrA inhibitor: 0.4; eLon inh: 6; MLLE-PAM2 inh: 0; MT1-MMP act inh: 2

How did COC(=O)c1ccc(CSc2nnc(NC(=O)C3CC(=O)N(Cc4ccc(C)cc4)C3)s2)cc1 (configuration not stated) do in these assays?
CSN deneddyl inh: -4; bovine MsrA act: -4; Rin1-Abl PPI inh: 0; FAS-TE inh: 9; Rpn11 block: inactive; MsrA inhibitor: -0.3; eLon inh: -8; MLLE-PAM2 inh: 2; MT1-MMP act inh: 1

How did Cc1cc(C)n2nc(C(=O)OC(C)C(=O)c3ccccc3)nc2n1 (configuration not stated) do in these assays?
CSN deneddyl inh: -2; bovine MsrA act: -4; Rin1-Abl PPI inh: 1; FAS-TE inh: -6; Rpn11 block: inactive; MsrA inhibitor: -0.3; eLon inh: 2; MLLE-PAM2 inh: 9; MT1-MMP act inh: -1

What do the screens show for `NC(=O)c1cccc(-c2ccnc3c2CC(C(=O)Nc2cccc(C(F)(F)F)c2)O3)c1` (configuration not stated)?
CSN deneddyl inh: 2; bovine MsrA act: -3; Rin1-Abl PPI inh: -3; FAS-TE inh: 4; Rpn11 block: inactive; MsrA inhibitor: 1.5; eLon inh: -4; MLLE-PAM2 inh: 1; MT1-MMP act inh: 4

Results for COc1ccccc1N1CCN(Cc2cc3c(cc2Br)OCCO3)CC1 ?
CSN deneddyl inh: -4; bovine MsrA act: -1; Rin1-Abl PPI inh: 2; FAS-TE inh: 19; Rpn11 block: inactive; MsrA inhibitor: -0.7; eLon inh: -6; MLLE-PAM2 inh: -1; MT1-MMP act inh: 0

How did O=C(CCS(=O)(=O)c1ccccc1)N1CCCc2ccccc21 do in these assays?
CSN deneddyl inh: -2; bovine MsrA act: -2; Rin1-Abl PPI inh: 0; FAS-TE inh: -5; Rpn11 block: inactive; MsrA inhibitor: 1.8; eLon inh: -3; MLLE-PAM2 inh: -5; MT1-MMP act inh: 3

How did Cc1cc(=O)oc2c(C)c(OC(C)C(=O)NC3CCN(Cc4ccccc4)CC3)ccc12 (configuration not stated) do in these assays?
CSN deneddyl inh: 4; bovine MsrA act: -8; Rin1-Abl PPI inh: -4; FAS-TE inh: -1; Rpn11 block: inactive; MsrA inhibitor: 0.8; eLon inh: -4; MLLE-PAM2 inh: -5; MT1-MMP act inh: 4

What do the screens show for `CCOc1ccc2c(C)cc(=O)oc2c1OCC`?
CSN deneddyl inh: -1; bovine MsrA act: -9; Rin1-Abl PPI inh: -1; FAS-TE inh: -5; Rpn11 block: inactive; MsrA inhibitor: 0.9; eLon inh: -3; MLLE-PAM2 inh: 13; MT1-MMP act inh: -1

How did CCCC#Cc1cnc2c(c1)C(=O)N([C@H](C)CO)C[C@@H](C)[C@H](CN(C)S(=O)(=O)c1cccc(OC)c1)O2 do in these assays?
CSN deneddyl inh: -2; bovine MsrA act: -1; Rin1-Abl PPI inh: 3; FAS-TE inh: 7; Rpn11 block: inactive; MsrA inhibitor: -1.0; eLon inh: -5; MLLE-PAM2 inh: -40; MT1-MMP act inh: -2

How did COc1ccc(S(=O)(=O)N2CCCCC2)cc1NC(=O)C1CC1C (configuration not stated) do in these assays?
CSN deneddyl inh: -1; bovine MsrA act: -11; Rin1-Abl PPI inh: 5; FAS-TE inh: 4; Rpn11 block: inactive; MsrA inhibitor: 0.1; eLon inh: 4; MLLE-PAM2 inh: 0; MT1-MMP act inh: 16
